# Compound activity deposited in PubChem by several laboratories.
# Granule exo inh = LAMP-1 surface exposure blockers, TALL-104 cells – cell-based, flow cytometry, MLPCN library, primary screen. 360,000 tested, 0.66% active. TALL-104 LAMP-1 surface exposure; cells stimulated with thapsigargin and PMA. inhibition, % at 10 µM;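 active means inhibition above about 55%, limit read from the data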
# TLR9-MyD88 block = inhibitors of TLR9-MyD88 association in cells, primary screen, cell-based, CHO, BLA complementation, fluorescence. inhibition, % at 4.98 µM. CCF4 FRET ratio. 340,000 tested, 0.21% active. Toll-like receptor 9 (Homo sapiens) + Myeloid differentiation primary response protein …;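 active means inhibition above the mean over all tested compounds plus 3 SD, cut at about 21% in these data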;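 further: 0% = DMSO only wells and 100% = clavulanate BLA inhibitor control wells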
# NR5A2 inv ag = LRH-1 (NR5A2) inverse agonists, primary screen, cell-based, luminescence, HEK293T, StAR-luciferase reporter; 360,000 tested, 0.13% active; AID 602396, 2012; inhibition, % at 3.6 µM; LRH-1 transfected, 24 h;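 active means inhibition above the mean inhibition of all tested compounds plus 3 SD, cut at about 73% in these data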;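 further: 0% = DMSO wells and 100% = reporter-only cells lacking LRH-1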
# SRC3 inh = SRC3 coactivator transcriptional activity inhibitors, primary screen, cell-based, luminescence; Nuclear receptor coactivator 3 (Homo sapiens), Q9Y6Q9; HEK293 GAL4-SRC3 luciferase reporter; inhibition, % at 3.6 µM; 360,000 tested, 0.17% active; AID 588352, 2011;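 active means inhibition above a per-campaign cutoff, the mean of all compounds plus 3 SD, cut at about 60% in these data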;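 further: 0% = DMSO-treated cells and 100% = gossypol-treated cells at 36 µM; higher means less SRC3-driven luciferase light from the GAL4 reporter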
# NOD2-RIPK2 inh = NOD2-RIPK2 binding disruptors in cells, primary screen, fluorescence, CHO cells, BLA complementation. CCF4 ratio. inhibition, % at 4.98 µM. 360,000 tested, 0.38% active; in the data active means inhibition above about 21%;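 further: 0% = vehicle only and 100% = reference blocker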
# Target sequence (O43353 whole entry, looked up): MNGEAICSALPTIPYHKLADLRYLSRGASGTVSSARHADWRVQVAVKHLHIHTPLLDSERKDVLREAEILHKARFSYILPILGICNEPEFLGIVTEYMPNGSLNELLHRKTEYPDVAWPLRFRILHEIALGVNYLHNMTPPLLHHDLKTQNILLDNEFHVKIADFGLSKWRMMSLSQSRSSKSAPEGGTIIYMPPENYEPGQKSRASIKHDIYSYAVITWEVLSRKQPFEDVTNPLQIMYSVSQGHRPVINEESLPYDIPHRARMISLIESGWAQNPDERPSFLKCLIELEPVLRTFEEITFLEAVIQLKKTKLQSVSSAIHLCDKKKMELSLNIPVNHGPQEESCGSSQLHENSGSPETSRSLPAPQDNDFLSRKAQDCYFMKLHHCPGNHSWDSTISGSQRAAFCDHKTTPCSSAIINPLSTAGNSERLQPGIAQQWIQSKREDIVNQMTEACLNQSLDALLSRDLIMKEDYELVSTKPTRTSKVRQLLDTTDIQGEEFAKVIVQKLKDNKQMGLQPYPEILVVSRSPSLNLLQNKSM
# COUP-TFII inh = NR2F2 transcriptional activity inhibitors, primary screen, cell-based, luciferase reporter, HEK293T, luminescence; COUP transcription factor 2 (Homo sapiens), P24468; HEK293T NGFI-A luciferase reporter; inhibition, % at 8.6 µM; 370,000 tested, 0.7% active;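 active means inhibition above a per-plate cutoff, mean inhibition of test wells between control levels plus 3 SD, cut at about 38% in these data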;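 further: cells cotransfected with COUP-TFII expression vector driving the NGFI-A reporter; 0% = median of COUP-TF2 test wells and 100% = reporter-only cells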
# Target sequence (P24468 whole entry, looked up): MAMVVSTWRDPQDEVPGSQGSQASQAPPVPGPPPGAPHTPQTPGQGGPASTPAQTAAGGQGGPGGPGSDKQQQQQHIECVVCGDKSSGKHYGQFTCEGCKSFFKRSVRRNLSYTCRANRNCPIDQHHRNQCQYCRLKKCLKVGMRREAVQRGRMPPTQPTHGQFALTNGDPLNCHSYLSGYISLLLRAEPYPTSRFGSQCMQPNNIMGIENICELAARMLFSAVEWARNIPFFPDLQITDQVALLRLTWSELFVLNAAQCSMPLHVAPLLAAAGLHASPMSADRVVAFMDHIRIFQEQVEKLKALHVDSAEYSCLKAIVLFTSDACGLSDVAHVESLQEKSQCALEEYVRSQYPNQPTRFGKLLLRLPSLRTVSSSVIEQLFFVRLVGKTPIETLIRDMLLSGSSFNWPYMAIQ
# TWEAK-Fn14 inh = inhibitors of TWEAK-Fn14 signaling, primary screen, luciferase reporter cells, uHTS; TWEAK-stimulated Fn14 reporter cells, luciferase luminescence, 8 h; inhibition, % at 10 µM; 360,000 tested, 2% active; in the data active means inhibition above about 50%
# TROY NFkB inh = inhibitors of TROY-driven NF-kB signaling, primary screen, Q293 LMP1-TROYcd cells, NF-kB luciferase, uHTS | Q293 LMP1-TROYcd NF-kB luciferase reporter, 4 h | inhibition, % at 10 µM | 360,000 tested, 0.98% active | AID 1347056, 2019;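 active means compounds whose plate-normalised and pattern-corrected inhibition of the luciferase reporter signal at the single screening dose is 50% or more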
# SRC2 inh = inhibition of GAL4-SRC2 driven luciferase reporter, primary screen, SRC2 inhibitor project, cell-based, luminescence; Nuclear receptor coactivator 2 (Homo sapiens), Q15596; HEK293 GAL4-SRC2 luciferase reporter; inhibition, % at 9 µM; 370,000 tested, 0.17% active; AID 651957, 2012;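 active means inhibition above the mean inhibition of all tested compounds plus 3 SD, set per campaign, cut at about 52% in these data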;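 further: 0% = DMSO treated cells and 100% = cells given Gossypol at 36 µM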
# SRC1 inh = SRC1 coactivator transcriptional activity inhibitors, primary screen, cell-based, luminescence; HEK293 GAL4-SRC1 luciferase reporter; 360,000 tested, 0.12% active; Nuclear receptor coactivator 1 (Homo sapiens), Q15788; AID 588354, 2011; inhibition, % at 3.6 µM;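 active means inhibition above the campaign mean plus 3 SD, with each screening campaign given its own cutoff, cut at about 60% in these data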;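 further: 0% = DMSO treated cells and 100% = gossypol at 36 µM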
# ABHD5-PLIN5 inh = ABHD5-PLIN5 interaction inhibitors, primary screen, cell lysate, split luciferase complementation, luminescence. Perilipin-5 (Homo sapiens) + 1-acylglycerol-3-phosphate O-acyltransferase ABHD5 (Homo …. Split G. princeps luciferase complementation, 4 h. inhibition, % at 4 µM. 360,000 tested, 0.78% active. AID 602281, 2012;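 active means inhibition above the mean inhibition across every tested compound plus 3 SD, cut at about 22% in these data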;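 further: 0% = DMSO only wells and the 100% control is not disclosed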
# * hit, by the source's call; nt = not tested or not shown. Not all compounds are listed; count on the stated rates, not on these rows.
SMILES,Granule exo inh,TLR9-MyD88 block,NR5A2 inv ag,SRC3 inh,NOD2-RIPK2 inh,COUP-TFII inh,TWEAK-Fn14 inh,TROY NFkB inh,SRC2 inh,SRC1 inh,ABHD5-PLIN5 inh
NS(=O)(=O)c1ccc(Nc2ncccc2[N+](=O)[O-])cc1,-1,-3,13,17,-6,-3,6,-22,-2,7,6
COc1cc(/C=C(\C#N)c2nc(-c3cc4ccccc4oc3=O)cs2)ccc1O,5,8,5,10,0,4,-4,-4,1,11,-1
O=C(N/N=C/c1cccnc1)c1cccc(NC(=O)c2ccc(Cl)cc2)c1,2,1,0,-28,-1,nt,9,4,nt,20,2
COc1ccccc1OCc1nnc(SCC(=O)c2cc(Cl)ccc2OC)o1,5,-5,3,-8,-7,-15,0,11,7,-11,-6
COc1ccc(CCC(C)Nc2ccc(F)cc2)cc1 (stereo not given),0,0,-1,12,-1,8,-12,2,-4,1,-5
CCCSCCCNC(=O)c1cc2c(s1)CS(=O)(=O)C2,-3,-2,1,6,-17,-13,-12,10,3,-2,2
CCOc1ccc(S(=O)(=O)N2CCCC(C(=O)NCc3ccncc3)C2)cc1 (stereo not given),-2,-8,3,19,-1,18,18,21,27,8,0
NS(=O)(=O)c1ccc(CNC(=O)c2cccc(S(=O)(=O)N3CCc4ccccc43)c2)cc1,-4,5,-6,12,-6,0,4,2,10,1,6
Cc1cccc(-n2c(SC(C)C(=O)O)nc3sc4c(c3c2=O)CCCC4)c1 (stereo not given),-11,2,-1,8,-6,-17,13,-9,-11,-4,-1
COc1ccc(NC(=O)CSc2nc(O)cc(=O)n2-c2ccccc2OC)cc1,6,-10,48,12,1,nt,-4,-22,nt,6,1
COc1cccc(C(C)(O)c2nc(-c3ccc4ccccc4c3)cs2)c1 (stereo not given),7,nt,-3,-11,-1,6,29,-19,5,-11,-11
CC1CCN(C(=O)CCN2C(=O)C3C4C=CC(C4)C3C2=O)CC1 (stereo not given),-1,-6,-18,-8,-14,1,0,-19,-1,-2,10
CCC(=O)c1ccccc1OCCN1CCN(Cc2ccccc2)CC1,5,-2,0,4,-1,17,-7,6,19,1,3
COc1cc(NC(=O)CN2C(=O)NC(C)(CCC(C)C)C2=O)cc(OC)c1 (stereo not given),2,-4,-5,19,-5,2,-10,7,12,2,-3
Cc1ccc(CCN2CC(C(=O)NC3CCC(C)CC3)CC2=O)cc1 (stereo not given),8,-13,11,-14,-5,-18,5,0,-16,-18,2
COc1cccc(C(C)(O)c2nc(/C=C/c3ccccc3)cs2)c1 (stereo not given),5,nt,-13,4,0,-1,26,8,9,0,-7
CCC(C)NC(=O)C1c2ccccc2C(=O)N1Cc1ccccc1OC (stereo not given),-3,-2,-4,20,-4,8,7,0,-20,-8,1
Cc1cccc(NC(=O)c2cccc(S(=O)(=O)NCc3ccccc3)c2)n1,3,-6,3,6,0,-7,3,11,7,4,-6
COC(=O)c1cc2n(n1)CCN(Cc1ccccc1Cl)C2=O,-6,7,-6,14,-3,-12,-6,-11,-40,-8,0
COc1ccc([C@H]2CC(=O)C=C(c3ccc(OC(F)(F)F)cc3)C2)cc1OC,-2,6,-10,-2,2,-4,-6,12,-2,4,-6
CC1(C)CC(NC(=O)COc2ccccc2Cl)CC(C)(C)N1,1,2,12,-13,-6,-3,78*,75*,-2,-15,-2
COC(=O)CNC(=O)CCc1nnc(C2(c3ccc(Cl)cc3)CCC2)o1,-5,2,-15,-14,-6,-28,-22,-16,-36,-21,0
CCN1CCN(C(c2cccs2)C(C)NC(=S)Nc2cc(C)ccc2C)CC1 (stereo not given),1,-1,-15,10,-6,0,-3,2,4,-10,4
COCCNC(=O)c1cnn2c(C(F)(F)F)cc(-c3ccc4c(c3)OCO4)nc12,23,2,12,1,-2,12,-35,15,-8,-12,-9
CC(CC(=O)O)CC(=O)Nc1ccccc1C(=O)O (stereo not given),8,8,-19,15,3,-14,-5,-2,6,-32,1
CCC1(C)Cc2ccccc2-c2nc(SC)[nH]c(=O)c21 (stereo not given),-22,-9,2,-2,-5,6,27,-15,-2,-18,1
Cc1ccc(C)c(Cn2nnc3c(=O)[nH]c(C(=O)Nc4ccc(F)cc4)nc32)c1,11,-2,12,23,8,10,-5,31,4,-23,-8
CCCCCN1C(=O)Cn2c(nc3ccccc3c2=O)C1C (stereo not given),-3,-17,14,18,-15,-2,28,2,6,4,2
CC(C)(Oc1ccc(Cl)cc1)C(=O)Nc1cccc(S(=O)(=O)NC2=NCCC2)c1,1,-13,-5,-8,4,0,2,8,-19,-7,0
COc1ccc(C(CNC(=O)c2cc(S(=O)(=O)Nc3cccc(C)c3)ccc2C)N2CCOCC2)cc1 (stereo not given),-1,0,4,19,-4,7,-5,-7,-18,-18,-7
COc1cccc(/C=N/NC(=O)c2nnn(-c3nonc3N)c2CN(C)C2CCCCC2)c1,7,3,9,-22,-2,-2,2,0,-8,-2,7
COc1ccc(F)c(CN2CCCC(CO)(Cc3cccc(Cl)c3)C2)c1 (stereo not given),23,-7,-8,-3,1,-23,4,14,0,1,-6
O=S1(=O)CC(N2CCCCC2)CN1C1CCCCC1 (stereo not given),-3,nt,-14,-1,1,8,-8,-18,-28,5,3
Cc1cc(C(=O)N/N=C/c2cccc([N+](=O)[O-])c2O)n[nH]1,-1,3,-4,8,0,-1,-4,-23,-3,10,3
CCCOC(=O)NC1CCS(=O)(=O)C1 (stereo not given),-1,0,-57,-40,-9,8,-1,-4,4,-5,-4
COc1ccc(S(=O)(=O)N2CCCC(C(=O)Nc3ccc(NC(=O)c4ccccn4)cc3)C2)cc1 (stereo not given),2,1,-26,-36,-7,-37,47,-16,-60,-18,1
COc1ccccc1CNC(=O)/C(C#N)=C/c1ccc(OC)c(OC)c1OC,28,5,14,16,1,-3,-10,27,-38,19,13
CCOC(=O)c1c(C)c(C(=O)NCCc2ccc(S(N)(=O)=O)cc2)c(C)n1CC,3,5,15,9,7,-5,12,-1,3,-5,-4
CC(C)OC(=O)CSc1nnc(Cc2ccccc2)n1Cc1ccco1,3,0,16,-9,0,-9,-13,6,-1,-9,7
CN(CC(=O)Nc1ccc(Cl)c(C(F)(F)F)c1)C(=O)c1cccnc1Sc1ccccc1,4,-5,3,4,6,-15,-7,13,7,5,-4
CC1(C)CC(C(CC(=O)Nc2nccs2)c2ccccc2)CCO1 (stereo not given),6,-8,-5,14,-16,9,-12,18,7,21,5
Cc1ccc2c(COC(=O)c3ccc(NC(=O)CC#N)cc3)cc(=O)oc2c1C,-11,-6,-8,9,-7,-5,-1,-31,-30,-6,0
CCc1nc2oc3ccccc3c(=O)c2cc1C(=O)OC,-13,0,-45,-92,-3,-20,-9,-76,-74,-79,0
CON(C)C(=O)CCN(C(=O)OC(C)(C)C)c1ccccc1,-9,7,-8,2,-8,-3,10,-5,-11,3,4
COc1ccc(Cc2nnc(SCc3nc4ccccc4c(=O)[nH]3)n2C)cc1,2,-5,7,-18,-6,16,24,8,-15,3,-3

# Full records, quoted from the list. Values in the order: Granule exo inh, TLR9-MyD88 block, NR5A2 inv ag, SRC3 inh, NOD2-RIPK2 inh, COUP-TFII inh, TWEAK-Fn14 inh, TROY NFkB inh, SRC2 inh, SRC1 inh, ABHD5-PLIN5 inh
# `COc1cccc(/C=N/NC(=O)c2nnn(-c3nonc3N)c2CN(C)C2CCCCC2)c1` is listed as 7, 3, 9, -22, -2, -2, 2, 0, -8, -2, 7
# `COc1ccc(Cc2nnc(SCc3nc4ccccc4c(=O)[nH]3)n2C)cc1` is listed as 2, -5, 7, -18, -6, 16, 24, 8, -15, 3, -3
# `CC(C)OC(=O)CSc1nnc(Cc2ccccc2)n1Cc1ccco1` is listed as 3, 0, 16, -9, 0, -9, -13, 6, -1, -9, 7
# `COc1ccc(S(=O)(=O)N2CCCC(C(=O)Nc3ccc(NC(=O)c4ccccn4)cc3)C2)cc1` (stereo not given) is listed as 2, 1, -26, -36, -7, -37, 47, -16, -60, -18, 1

# Continuation:
SMILES,Granule exo inh,TLR9-MyD88 block,NR5A2 inv ag,SRC3 inh,NOD2-RIPK2 inh,COUP-TFII inh,TWEAK-Fn14 inh,TROY NFkB inh,SRC2 inh,SRC1 inh,ABHD5-PLIN5 inh
CCn1c(SCC(=O)N2CCN(c3ccccc3)CC2)nnc1-c1c[nH]c2ccccc12,3,-5,7,12,-3,46*,35,26,20,16,-3
CC(c1nnc(SCC(=O)Nc2cccnc2Cl)n1Cc1ccccc1)N(C)C (stereo not given),-2,1,-17,1,-4,14,-2,-4,-8,8,4
CCn1ccnc1CNC(=O)CC1C(=O)NCCN1CC(c1ccccc1)c1ccccc1 (stereo not given),0,-3,-1,11,-7,24,-15,5,20,6,1
CCOC(=O)N1CCN(C(=O)CN(c2ccc(OCC)cc2)S(C)(=O)=O)CC1,1,-3,2,-12,-5,1,16,3,3,-1,-3
COc1ccc(CC(=O)NCC2COc3ccccc3O2)cc1 (stereo not given),1,-3,-1,-13,-14,-10,-8,5,0,3,-2
O=C(COc1ccc(Cl)cc1)NCc1nnc(SCC(=O)N2CCCCCC2)o1,-12,-1,14,14,6,5,-3,12,-2,6,-1
C=Cn1c(C(=O)O)cc(CC)c1-c1ccccc1,12,-8,13,-12,-5,13,-17,-39,-44,-14,9
CCCCCC(=O)N1C[C@H](O)[C@@H](n2cc(C3CC3)nn2)C[C@@H]1c1ccc(Cl)cc1,-6,6,3,5,0,12,16,-5,-15,0,2
Cc1ccc(N2C(=O)CC(N3CCN(c4ccccn4)CC3)C2=O)cc1 (stereo not given),-1,2,4,2,2,0,-17,-3,-16,-17,-7
CCc1c(C)nc(SCC(=O)Nc2ccc3c(c2)OCCO3)[nH]c1=O,2,-8,44,13,-8,-26,11,8,16,-8,-4
CC(Sc1nnc(C2CC2)n1C)C(=O)Nc1ccc2c(c1)CCC2 (stereo not given),-4,2,23,2,9,0,3,-5,10,0,-11
CCOC(=O)c1c(NC(=O)CSc2n[nH]c(CNc3ccccc3)n2)sc(C)c1C,3,3,3,27,-8,15,-7,9,-12,8,6
Cc1cc(NC(=O)CO/N=C/c2ccc3c(c2)OCO3)ccc1Br,0,0,12,2,-3,2,-17,-6,-31,2,4
COCc1c(C#N)c(NCc2cc(OC)c(OC)c(OC)c2)nc(C)c1[N+](=O)[O-],-6,5,29,23,4,27,20,19,16,6,-7
CC(C)C[C@@H]1NC(=O)[C@H](Cc2ccc(O)cc2)NC(=O)c2cc([N+](=O)[O-])cc(I)c2NCCC[C@@H](C(N)=O)NC1=O,-2,6,-12,-6,0,nt,9,-10,nt,-29,-4
